# Screening data: PubChem, several laboratories
# Wnt act: Wnt/beta-catenin pathway activation. AID 743398. Wnt/beta-catenin reporter cell assay, activator, plate reader. 1.2% of 300,000 active. activation, % at 9.35 µM; in the data active means activation above about 30%, passing the limit was not always enough;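 further: 0% = neutral control wells and 100% = positive control wells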
# AddAB inh: less growth of phage-infected E. coli with AddAB; E. coli expressing H. pylori AddAB, absorbance growth; inhibition, % at 11.9 µM; 0.29% of 330,000 active; in the data active means inhibition above about 12%;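 further: 0% = vehicle wells of infected cells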
# CAL PDZ FP-1: blocks peptide binding to human CAL PDZ domain. purified CAL PDZ, TMR-peptide fluorescence polarization, 1 h. inhibition, % at 20 µM. 0.02% of 330,000 active. AID 504414;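 active means highest replicate inhibition of at least 40%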;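 further: plate controls were DMSO neutral control wells for no effect and unlabeled competitor peptide control wells for full effect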
#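 Material: tagged CAL PDZ domain; buffer or medium: 25 mM sodium phosphate pH 7.4, 150 mM NaCl, TCEP, IgG, Thesit; compound dosing: single point, 20 µM; schedule: 1 h incubation at room temperature before polarization reading; measured by: FP readout, S and P plane fluorescence; read-out basis: percent inhibition from loss of millipolarization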
# CAL PDZ FP-2: blocks peptide binding to the human CAL PDZ domain; AID 602252; 0.92% of 300,000 active; purified CAL PDZ, TMR-peptide fluorescence polarization, 1 h; inhibition, % at 24.9 µM; Q9HD26;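 active means mean inhibition of at least 30% with at least half of replicates also reaching 30%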;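 further: 0% = DMSO neutral control and 100% = excess unlabeled competitor peptide PRC23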
# E coli growth: reduces bacterial viability in AddAB counter-screen | E. coli V3065 growth, OD600 absorbance, 18 h | 0.27% of 330,000 active | inhibition, % at 11.9 µM;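 active means inhibition above the campaign's mean inhibition across all tested compounds plus 3 SD, cut at about 9.9% in these data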;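 further: uninfected addAB+ strain grown without phage in ampicillin broth; 0% = DMSO wells and 100% = ciprofloxacin 0.95 µg/ml wells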
# SR-BI uptake up: enhances SR-BI lipid uptake from DiI-HDL | activation, % at 12.5 µM | AID 504775 | CHO ldlA[mSR-BI] cells, DiI-HDL uptake fluorescence, 3 h; 100 = double the neutral-control signal | 0.096% of 320,000 active;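 active means mean replicate activation of at least 60% and every replicate at or above 60%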;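 further: 0% = median plate neutral-control signal and 100% = twice that signal; values of inactives mirror those of a sister screen read the other way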
#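 Assay system: CHO ldlA[mSR-BI] cells, LDL receptor-null, SR-BI overexpressing; medium: Ham's F12 with 0.5% BSA, HEPES 25 mM, pH 7.4; also added: DiI-HDL 10 µg/mL; timing: 3 h uptake period with compound, 37 °C; signal: DiI fluorescence, bottom read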
# MITF TRPM1 HTS: increases MITF-driven TRPM1 promoter luciferase signal; SK-MEL-5 TRPM1-promoter luciferase, 24 h; % of positive control, neutral wells = 0; activation, % at 12.5 µM; 0.75% of 300,000 active;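 active means mean activation of at least 80% with every replicate also reaching 80%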;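 further: 0% = neutral control wells and 100% = parthenolide positive control wells; values of inactives mirror those of a sister screen read the other way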
# SR-BI DiI inh: blocks mouse SR-BI lipid uptake from DiI-HDL | Q61009 | ldlA[mSR-BI] CHO cells, DiI-HDL uptake fluorescence, 3 h | inhibition, % at 12.5 µM | 0.96% of 320,000 active | AID 488896;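 active means mean replicate inhibition of at least 70% and a set share of replicates each scoring 70 or more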;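 further: 0% = median of neutral control wells and 100% = median of positive control wells; values of inactives mirror those of a sister screen read the other way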
# Target sequence (Q61009 whole entry, looked up): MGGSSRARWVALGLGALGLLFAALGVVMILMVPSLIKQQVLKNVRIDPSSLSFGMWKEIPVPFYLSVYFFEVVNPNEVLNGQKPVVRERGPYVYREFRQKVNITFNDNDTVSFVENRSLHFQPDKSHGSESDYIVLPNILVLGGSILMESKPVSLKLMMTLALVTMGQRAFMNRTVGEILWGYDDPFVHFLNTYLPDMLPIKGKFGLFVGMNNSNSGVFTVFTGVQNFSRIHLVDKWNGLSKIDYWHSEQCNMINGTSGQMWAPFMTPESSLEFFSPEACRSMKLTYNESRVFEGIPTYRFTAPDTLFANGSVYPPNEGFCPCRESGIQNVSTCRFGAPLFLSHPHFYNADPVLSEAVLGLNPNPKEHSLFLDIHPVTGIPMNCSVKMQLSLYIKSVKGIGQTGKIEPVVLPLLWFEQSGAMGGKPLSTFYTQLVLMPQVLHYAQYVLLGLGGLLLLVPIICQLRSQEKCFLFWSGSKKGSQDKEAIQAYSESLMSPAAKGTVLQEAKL
# phage Ecoli inh: E. coli growth loss with phage present; growth absorbance; inhibition, % at 11.9 µM; 0.26% of 360,000 active; AID 651602; in the data active means inhibition above about 11%
# Tat export inh: E. coli Tat transport inhibition; 0.036% of 340,000 active; AID 488895; E. coli MC4100 TorA-mCherry Tat export, fluorescence; inhibition, % at 10 µM;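 active means mean replicate inhibition at least 50% and at least half of replicates individually reaching 50%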;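 further: exported cargo escapes ClpAP degradation while cytoplasmic cargo is degraded and loses fluorescence; 0% = median of neutral control wells and 100% = median of NaSCN control wells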
# Numbers without * were called inactive; / = no result given.
# Sequence of screens – Wnt act, AddAB inh, CAL PDZ FP-1, CAL PDZ FP-2, E coli growth, SR-BI uptake up, MITF TRPM1 HTS, SR-BI DiI inh, phage Ecoli inh, Tat export inh
Cc1cc(C(F)(F)F)nn1CC(=O)Nc1ccc2c(c1)OCO2
  -1, -1.3, -2.0, -3, 2.1, 2, -11, -2, 2.7, -1
CCOc1ccc(NC(=O)CSc2nccn2Cc2ccco2)cc1
  10, 2.0, -3.0, -2, -0.2, 20, 49, -20, -0.8, 3
CCCCCCCN1C(Nc2ccccc2)=NC[C@@H]1CC(C)C
  -6, 7.3, -0.5, -3, 2.7, 9, 8, -9, 2.0, 4
CC(OC(=O)c1cccc([N+](=O)[O-])c1)C(=O)N1CCc2ccccc21 (centres undefined)
  -11, 0.1, -0.7, /, -0.9, -18, 2, 18, -0.6, 7
Cc1cc(C(=O)COc2ccc(C#N)cc2)c(C)n1C1CC1
  0, 0.0, -1.1, 5, -2.4, -34, 16, 34, 2.0, -7
Cc1cc(C)c2nc(/N=C(\N)NC(=O)Nc3ccccc3)nc(C)c2c1
  -8, -0.8, -7.4, /, 0.3, -2, 1, 2, 3.9, 13
O=C(CSc1cn(CCNC(=O)c2cccs2)c2ccccc12)NC1CCCCC1
  -3, 2.8, -0.7, -2, -1.1, -23, -5, 23, 2.7, -11
COc1ccc(N2CCN(c3nccs3)CC2)cc1
  2, 4.2, 0.9, -3, 0.4, 3, 49, -3, 1.4, 2
O=C(O)c1cnn(-c2ccccc2)c1-c1ccccc1
  -5, 0.0, -2.2, -4, 0.1, 10, -8, -10, 0.6, 2
COc1ccc(OC)c(NC(=O)c2cccc(S(=O)(=O)N3CCN(C(C)=O)CC3)c2)c1
  -1, 2.5, -3.2, -3, 0.1, -10, -5, 10, 1.7, 13
CC(C)C(=O)N1CCN(c2ccc(NC(=O)COc3ccccc3[N+](=O)[O-])cc2)CC1
  -1, -2.3, 0.4, -3, -1.0, -34, -39, 34, 4.0, -6
CN(C)Cc1c(C#N)c2ccccc2n1C
  /, 1.4, -0.1, -1, -0.4, 27, -5, -27, 1.8, 1
CCCn1c(=O)c(C(=O)NNC(=O)c2cccc([N+](=O)[O-])c2)c(O)c2ccccc21
  -2, 0.6, -2.0, -3, 3.8, 10, -3, -10, 2.0, -7
CCC(C)NC(=O)Cn1cc2c(n1)CCC(C)C2 (centres undefined)
  -1, 1.3, 0.7, /, 1.5, -8, /, 8, 3.5, 4
COc1ccc(/C=C/C(=O)Oc2cccc(/C=N/NC(=O)c3cccc(F)c3)c2)cc1
  /, 1.0, -2.6, -1, -0.5, -73, /, 73*, -1.4, -1
COc1cccc(C(c2c(N)[nH]c(=S)[nH]c2=O)c2c(N)[nH]c(=S)[nH]c2=O)c1
  2, 3.1, -0.6, /, -1.5, -1, /, 1, 0.4, 3
COc1cccc2sc(NNC(=O)C3=COCCO3)nc12
  20, 2.2, -1.1, -5, -0.2, -1, 20, 1, 3.1, -8
Nc1cc(N)nc(SCC(=O)NCc2ccco2)n1
  2, 0.6, -4.9, -9, -1.2, 13, -1, -13, 0.8, 1
O=C(CCl)N1CCN(CC(=O)N2CCCC2)CC1
  2, 2.7, 1.0, -3, 1.0, 9, -2, -9, 1.5, -9
COc1cccc(CNS(=O)(=O)c2cc3c4c(c2)CCC(=O)N4CCC3)c1
  0, 1.3, -1.0, /, 2.1, 6, -1, -6, -1.9, 6
O=S(=O)(NC1CCCC1)c1ccc(-n2cnnn2)cc1
  0, 4.9, -1.7, -8, -2.6, 0, -8, 0, 1.0, 0
NS(=O)(=O)c1ccc(CCNC(=O)C2Cc3ccccc3CN2C(=O)c2ccco2)cc1 (centres undefined)
  -3, 0.4, /, 0, -0.6, -15, /, 15, 2.0, -4
Cc1c(C(=O)NC2CCCCC2)sc2ncnc(N3CCN(c4ccccc4)CC3)c12
  0, 2.9, -1.3, -4, 0.4, 2, 4, -2, -0.2, 4
CCOC(=O)c1oc2ccccc2c1COC(=O)C(C)NC(=O)c1ccco1 (centres undefined)
  3, 2.9, -0.1, -2, -1.1, -10, -1, 10, -0.8, -6
CC(=O)c1ccc(NC(=O)c2ccc(S(=O)(=O)N3CCCC3)cc2)cc1
  /, 1.1, -1.3, -2, -0.1, -22, 9, 22, 3.5, -2
Cc1ccc(C)c(Nc2ncnc3nc[nH]c23)c1
  -3, 3.4, -1.8, /, 0.3, /, 5, /, 2.2, 4
O=C(/C=C/Nc1ccc(F)c(F)c1)c1cccs1
  25, -0.2, -2.6, -8, 2.0, 9, 3, -9, 3.4, -3
C#C[C@]1(O)CCC2C3CCC4=Cc5oncc5CC4(C)C3CCC21C (some centres undefined)
  1, -1.1, -1.9, 2, -0.9, -18, -23, 18, 4.1, 0
CN(C)CCN(Cc1cccs1)S(=O)(=O)c1csc(C(N)=O)c1
  0, 1.0, -2.4, 0, 1.0, 16, 10, -16, 1.8, 5
COC(=O)c1c(C)nc(C)c(C(=O)OC)c1-c1ccc(OC)cc1
  1, 2.6, -0.2, -2, -1.1, 3, -1, -3, 1.9, 4

# Brought forward from above: six compounds; new compounds follow.
# Sequence of screens – Wnt act, AddAB inh, CAL PDZ FP-1, CAL PDZ FP-2, E coli growth, SR-BI uptake up, MITF TRPM1 HTS, SR-BI DiI inh, phage Ecoli inh, Tat export inh
CC(=O)c1ccc(NC(=O)c2ccc(S(=O)(=O)N3CCCC3)cc2)cc1
  /, 1.1, -1.3, -2, -0.1, -22, 9, 22, 3.5, -2
Cc1ccc(C)c(Nc2ncnc3nc[nH]c23)c1
  -3, 3.4, -1.8, /, 0.3, /, 5, /, 2.2, 4
O=C(/C=C/Nc1ccc(F)c(F)c1)c1cccs1
  25, -0.2, -2.6, -8, 2.0, 9, 3, -9, 3.4, -3
C#C[C@]1(O)CCC2C3CCC4=Cc5oncc5CC4(C)C3CCC21C (some centres undefined)
  1, -1.1, -1.9, 2, -0.9, -18, -23, 18, 4.1, 0
CN(C)CCN(Cc1cccs1)S(=O)(=O)c1csc(C(N)=O)c1
  0, 1.0, -2.4, 0, 1.0, 16, 10, -16, 1.8, 5
COC(=O)c1c(C)nc(C)c(C(=O)OC)c1-c1ccc(OC)cc1
  1, 2.6, -0.2, -2, -1.1, 3, -1, -3, 1.9, 4
CC(=O)c1ccc(N2CCN(C(=O)Nc3ccc(F)cc3F)CC2)cc1
  -2, 2.4, -1.6, 1, 0.8, -7, -4, 7, 4.5, -7
CCOC(=O)C1CCCN(S(=O)(=O)CCNC(=O)c2ccccc2)C1 (centres undefined)
  /, 5.5, -1.7, 4, 1.1, 15, -6, -15, 2.2, 0
O=C(NCCCN1CCCC1=O)c1cccc(C(F)(F)F)c1
  /, -0.8, -1.9, 0, 0.2, 12, -1, -12, 0.9, -4
COC(=O)c1ccccc1NC(=O)C(=O)NCC1CCCO1 (centres undefined)
  /, 2.4, -0.2, -3, -1.2, 3, 11, -3, 3.0, 0
COc1cc(NC(=O)CSc2nc3ccccc3c(=O)n2C)ccc1NC(=O)c1ccco1
  /, 2.7, -1.9, -1, 3.0, -68, 1, 68, 4.0, 1
Cc1ccc(-c2[nH]n3c(=O)c4c(nc3c2C)CCCC4)cc1
  /, 0.4, -2.5, 1, -1.3, 5, /, -5, 3.4, 2
O=S(=O)(Nc1cccc2cccnc12)c1ccccc1
  4, -2.4, -2.1, -4, -3.7, 5, -89, -5, -4.9, -7
Cc1ccc([N+](=O)[O-])c2c1C(N1CCCCC1)C(C)(C)O2 (centres undefined)
  -3, 0.5, -0.4, 7, -1.3, -17, 3, 17, 2.9, -3
CCc1nc(SCC(=O)NCc2ccco2)c2c(=O)n(C)c(=O)n(C)c2n1
  0, -2.3, 0.2, -1, -2.2, 9, -3, -9, 2.3, -8
Cc1cc(=O)c2ccccc2n1Cc1ccccc1
  -10, 3.4, -1.6, 3, -1.3, -6, -22, 6, 5.7, -8
COc1cnc(SCc2ccc(Cl)cc2Cl)nc1Cl
  -1, -0.8, /, -1, 2.2, -9, 9, 9, 3.8, 2
Cc1noc(C)c1COc1ccccc1C(=O)NC(C)c1ccc(F)cc1 (centres undefined)
  -3, /, -3.9, -18, /, 15, 1, -15, 4.5, 1
O=C1C2C3C=CC(c4ccccc4)(C2C(=O)N1c1cccc(Cl)c1)C1C(=O)N(c2cccc(Cl)c2)C(=O)C31 (centres undefined)
  /, 4.1, 0.1, -3, -1.6, -65, 4, 65, 1.2, 5
NC(=O)CCSC(=S)N1CCOCC1
  0, 3.9, -1.8, /, 1.9, -1, -4, 1, 5.2, 16
O=C(NNC(=O)c1cc2ccccc2cc1O)Nc1ccc(Br)cc1
  0, 15*, -1.4, -1, 11*, /, -2, 8, 15*, 2
CCn1nc(C)c(Br)c1-c1nc(CS(=O)(=O)c2ccsc2)no1
  -2, 0.4, /, /, -2.0, /, /, /, 1.8, /
CCOc1cc(/C=C2\SC(N3CCCCC3)=NC2=O)ccc1O
  10, -0.6, -0.4, 0, -0.4, -6, 18, 6, 1.7, 12
Cc1ccc(/C=N/NC(=O)CN2C(=O)CSc3ccccc32)o1
  -4, 0.3, 0.0, -4, 3.4, -4, /, 4, 1.4, -7
Cc1nnc(NS(=O)(=O)c2ccc(N=Nc3ccc(N)nc3N)cc2)s1
  -2, /, 1.2, 7, /, 28, 12, -28, 2.2, 5
CSc1nsc(/C=C/Nc2ccc(C)cc2)c1C#N
  /, 0.0, 0.4, -2, -0.1, -25, 7, 25, 0.4, -1
N/C(=N\OS(=O)(=O)c1ccc(Cl)cc1)c1ccncc1
  5, 0.8, 0.3, 0, -1.8, 36, 1, -36, 1.4, 1
COc1ccc(N2C(=O)CC(Nc3ccc(C(=O)O)cc3)C2=O)cc1OC (centres undefined)
  -1, 0.8, -2.9, -3, 1.0, -4, 6, 4, 3.9, -3
CC1=Nc2ccc(C)cc2/C1=C/c1c(N)n2nc(CC(=O)N3CCOCC3)sc2nc1=O
  -2, 6.5, -0.7, -5, 0.1, -5, -2, 5, 0.9, -9
CSc1nc2cc(S(=O)(=O)N3CCCCC3)ccc2s1
  -1, /, -0.7, -3, /, 0, -1, 0, 0.6, 0
Cc1nnsc1-c1c(C(=O)Oc2ccccc2)c(C)nn1-c1ccccc1
  -4, 4.2, /, /, -0.4, /, /, /, 4.9, /
Cc1cc(NC(=O)CSc2nc3c(c(=O)n2-c2ccccc2)SC(C)C3)no1 (centres undefined)
  -3, -0.8, -1.1, -4, -2.5, -8, /, 8, 1.8, -1
O=C(CCCNS(=O)(=O)c1cccc2nsnc12)NCCN1CCN(c2ccccc2F)CC1
  -1, 0.3, -2.8, -1, 0.7, -25, -11, 25, 1.8, -11
O=C1COc2ccc(-c3csc(NCC4CCCO4)n3)cc2N1 (centres undefined)
  /, -1.4, 1.2, /, -0.9, -28, 44, 28, 2.1, 8
Cc1ccccc1CNC(=O)C(=O)NCC1OCCCN1S(=O)(=O)c1cccs1 (centres undefined)
  0, -0.4, -1.4, -2, 1.4, 5, 6, -5, -0.2, -7

# Random draw from the library. About 3.6% of those tested had a hit in this group.
